Source: PubChem BioAssay
BioA inh: M. tuberculosis BioA enzyme inhibitors, primary screen, biochemical, plate reader, single point, HTS; inhibition, % at 9.99 µM; purified M. tuberculosis BioA enzyme; AID 602481, 2012; 7,8-diaminopelargonic acid synthase BioA (Mycobacterium tuberculosis); hit rate 0.096% among 360,000; in the data active = inhibition above about 40%
* marks the source's active call; other numbers are inactive results.

item	structure	BioA inh
1	Cc1noc(C)c1S(=O)(=O)N(C)C[C@H]1Oc2ccc(N(C)C)cc2CC(=O)N([C@H](C)CO)C[C@@H]1C	0.8
2	O=C(C[C@@H]1C=C[C@H](NS(=O)(=O)c2ccc(F)cc2)[C@@H](CO)O1)NCCc1ccncc1	-1.1
3	C[C@@H]1CCCCO[C@@H](CN(C)C(=O)Nc2ccc3c(c2)OCO3)[C@@H](C)CN([C@H](C)CO)C(=O)c2cc(NC(=O)Nc3ccccc3)ccc2O1	-1.3
4	C[C@@H]1CCCCO[C@H](CN(C)C(=O)NC2CCCCC2)[C@@H](C)CN([C@@H](C)CO)C(=O)c2cc(N(C)C)ccc2O1	-2.6
5	COc1ccccc1NC(=O)N[C@H]1CC[C@@H](CC(=O)N[C@H](C)c2ccccc2)O[C@@H]1CO	-2.0
6	C/C=C/c1ccc2c(c1)O[C@H](CN(C)C(=O)c1ccccn1)[C@@H](C)CN([C@H](C)CO)S2(=O)=O	0.5
7	C[C@@H]1CN([C@@H](C)CO)C(=O)Cc2cc(NC(=O)C3CC3)ccc2O[C@@H]1CN(C)S(=O)(=O)c1ccccc1	-0.1
8	CO[C@@H]1CN(C)C(=O)c2ccc(NC(=O)C3CCCC3)cc2OC[C@H](C)NC[C@H]1C	1.8
9	O=C([C@@H]1[C@@H](CO)[C@@H]2Cn3c(ccc(-c4cncnc4)c3=O)[C@@H]2N1CC1CC1)N1CCCCC1	-2.2
10	C[C@@H]1CN([C@H](C)CO)C(=O)c2cccc(NC(=O)C3CC3)c2O[C@H]1CN(C)Cc1ccc(-c2ccccc2)cc1	-0.5
11	COc1ccc(-c2ccc([C@H]3[C@@H](CO)N4CCCCN(C(=O)Cc5ccccc5)C[C@H]34)cc2)cc1	-2.1
12	Cn1cnc(S(=O)(=O)N[C@H]2C=C[C@H](CC(=O)NCC3CCCCC3)O[C@H]2CO)c1	0.0
13	CN(C)C(=O)C[C@H]1CC[C@H]2[C@@H](COC[C@H](O)CN2C(=O)C2CC2)O1	-1.8
14	CO[C@H]1CN(C)C(=O)c2ccc(NC(=O)C3CC3)cc2OC[C@H](C)N(Cc2ccncc2)C[C@@H]1C	-3.5
15	O=C(C[C@H]1C[C@@H]2c3cc(NC(=O)c4ccc5c(c4)OCO5)ccc3O[C@@H]2[C@H](CO)O1)NCc1ccc(Cl)cc1	0.4
16	Cc1noc(C)c1NC(=O)N(C)C[C@H]1OCCCC[C@@H](C)Oc2ccc(NC(=O)C3CCCCC3)cc2C(=O)N([C@H](C)CO)C[C@@H]1C	-0.5
17	C[C@@H]1CN([C@@H](C)CO)C(=O)c2cc(-c3cccnc3)cnc2O[C@@H]1CN(C)C(=O)C1CC1	0.9
18	C[C@H]1CN([C@@H](C)CO)C(=O)c2cc(NC(=O)Nc3ccc(C(F)(F)F)cc3)ccc2O[C@@H]1CN(C)C	6.1
19	Cc1ccc(-c2ccc3c(c2)O[C@@H](CN(C)Cc2cccc(C(=O)O)c2)[C@H](C)CN([C@@H](C)CO)S3(=O)=O)cc1	12
20	CNC(=O)C[C@H]1CC[C@@H]2[C@H](COc3ccc(NC(=O)c4ccccc4F)cc3C(=O)N2C)O1	2.1
21	Cc1ccc(S(=O)(=O)Nc2cccc3c2O[C@@H](CN(C)Cc2ccc(Oc4ccccc4)cc2)[C@@H](C)CN([C@H](C)CO)C3=O)cc1	-0.7
22	CCC(=O)N1C[C@@H](C)[C@H](OC)CN(C)C(=O)c2cc(NC(=O)C3CC3)ccc2OC[C@H]1C	-0.6
23	OC[C@@H]1[C@H](c2ccc(C3=CCCCC3)cc2)[C@@H]2CN(CCC(F)(F)F)CCCCN12	1.6
24	COC(=O)[C@H]1[C@H](CO)[C@H]2Cn3c(ccc(-c4ccccc4)c3=O)[C@H]2N1C(=O)CC1CC1	1.1
25	NCC[C@H]1CC[C@H](NC(=O)c2ccccc2F)[C@@H](CO)O1	0.8
26	C[C@H]1CN([C@@H](C)CO)C(=O)c2cc(-c3ccc(C(=O)N(C)C)cc3)cnc2O[C@H]1CN(C)C	-2.0
27	O=C(NC1CCCC1)[C@H]1[C@H](CO)[C@H]2Cn3c(cccc3=O)[C@@H]1N2CC1CCCC1	-0.3
28	COCCNC(=O)C[C@H]1C[C@H]2c3cc(NC(=O)NC4CCCC4)ccc3O[C@H]2[C@@H](CO)O1	0.8
29	Cc1ccc(S(=O)(=O)N[C@@H]2CC[C@@H](CCNC(=O)Nc3ccc(Cl)cc3)O[C@H]2CO)cc1	6.2
30	COc1cccc(S(=O)(=O)N[C@H]2C=C[C@H](CC(=O)NC3CCC3)O[C@H]2CO)c1	-0.3
31	CCCC#Cc1ccc([C@@H]2[C@H]3CN(Cc4ccncc4)CCCCN3[C@H]2CO)cc1	-0.5
32	CCCNC(=O)N1[C@@H]2c3ccc(-c4ccccc4OC)c(=O)n3C[C@H]1[C@H](CO)[C@H]2C(=O)OC	2.3
33	C[C@@H]1CN([C@H](C)CO)C(=O)c2cc(-c3ccncc3)cnc2O[C@H]1CN(C)C(=O)c1ccccc1F	8.6
34	COc1ccccc1NC(=O)N[C@H]1CC[C@H](CC(=O)NCc2ccc(Cl)c(Cl)c2)O[C@@H]1CO	-1.5
35	C[C@H](CO)N1C[C@H](C)[C@H](CN(C)C(=O)Nc2ccc(C(F)(F)F)cc2)Oc2c(NS(=O)(=O)c3cccs3)cccc2C1=O	-6.3
36	CCS(=O)(=O)N1[C@H](CO)[C@@H](c2ccc(C#CC(C)C)cc2)[C@@H]1C#N	1.1
37	CCCC(=O)Nc1ccc2c(c1)C(=O)N(C)C[C@H](OC)[C@@H](C)CN(Cc1ccc(-c3ccccn3)cc1)[C@H](C)CO2	-0.3
38	C[C@H]1CN([C@@H](C)CO)C(=O)Cc2cc(NC(=O)Cc3cn(C)c4ccccc34)ccc2O[C@@H]1CN(C)Cc1ccncc1	-0.4
39	C[C@H](CO)N1C[C@H](C)[C@@H](CN(C)C(=O)NC2CCCCC2)Oc2ncc(/C=C/c3ccccc3)cc2C1=O	3.8
40	CO[C@@H]1CN(C)C(=O)c2cc(NC(=O)c3ccccc3F)ccc2OC[C@H](C)N(C(C)=O)C[C@@H]1C	-0.9
41	C[C@H]1CN([C@@H](C)CO)C(=O)c2cc(C#CCC3CCCC3)cnc2O[C@@H]1CN(C)CC1CCOCC1	1.8
42	C[C@@H]1CN([C@@H](C)CO)C(=O)c2cc(C#Cc3ccccc3)cnc2O[C@H]1CN(C)CC1CCOCC1	7.6
43	O=S(=O)(N[C@@H]1CC[C@H](CCn2cc(-c3ccccc3F)nn2)O[C@H]1CO)c1ccc(F)cc1	1.6
44	CO[C@H]1CN(C)C(=O)c2cc(NS(=O)(=O)c3ccccc3C)ccc2OC[C@@H](C)NC[C@H]1C	-0.9
45	C[C@H]1CCCCO[C@@H](CN(C)C(=O)Nc2ccc3c(c2)OCO3)[C@@H](C)CN([C@@H](C)CO)C(=O)c2cc(NC(=O)C3CCCCC3)ccc2O1	-0.8
46	CCCC(=O)Nc1ccc2c(c1)OC[C@@H](C)N(C(=O)c1cnccn1)C[C@@H](C)[C@H](OC)CN(C)C2=O	-0.1
47	COc1ccc(NC(=O)N(C)C[C@H]2Oc3ccc(N(C)C)cc3C(=O)N([C@@H](C)CO)C[C@H]2C)cc1	0.3
48	CCNC(=O)Nc1ccc2c(c1)C(=O)N(C)[C@@H]1CC[C@@H](CC(=O)Nc3ccccc3)O[C@H]1CO2	-0.1

Reformatted: results already given
43) O=S(=O)(N[C@@H]1CC[C@H](CCn2cc(-c3ccccc3F)nn2)O[C@H]1CO)c1ccc(F)cc1
- BioA inh = 1.6
45) C[C@H]1CCCCO[C@@H](CN(C)C(=O)Nc2ccc3c(c2)OCO3)[C@@H](C)CN([C@@H](C)CO)C(=O)c2cc(NC(=O)C3CCCCC3)ccc2O1
- BioA inh = -0.8

Carrying on.
item	structure	BioA inh
49	C[C@@H]1CN([C@H](C)CO)C(=O)c2cc(-c3ccncc3)cnc2O[C@H]1CN(C)C(=O)Cc1cccnc1	3.0
50	CN(C)CC#Cc1cccc(-c2nc(C(=O)NCc3ccc4c(c3)OCO4)cc3c2[C@@H](CCO)N(S(=O)C(C)(C)C)C3)c1 (stereo not given in full)	-0.4
51	COc1cccc(C(=O)N2C[C@@H]3[C@H](c4ccccc42)[C@H](CO)N3C(C)=O)c1	1.5
52	O=C(C[C@@H]1C[C@@H]2c3cc(NC(=O)Nc4ccccc4F)ccc3O[C@@H]2[C@H](CO)O1)NC1CCCCC1	-2.4
53	O=C(C[C@@H]1CC[C@@H]2[C@H](COC[C@@H](O)CN2Cc2cccc(F)c2)O1)NCC1CCCCC1	2.3
54	O=C(N[C@@H]1CC[C@@H](CCNC(=O)C2CCC2)O[C@@H]1CO)c1ccncc1	3.3
55	CC(=O)N(C)C[C@H]1Oc2ncc(-c3ccccc3F)cc2C(=O)N([C@H](C)CO)C[C@@H]1C	-1.2
56	CCCC(=O)Nc1ccc2c(c1)C(=O)N(C)C[C@H](OC)[C@@H](C)CN(C(=O)CN(C)C)[C@H](C)CO2	-0.2
57	O=C(c1cccc(F)c1)N1CCCCN2[C@H](C1)[C@H](c1ccc(/C=C/c3ccccc3)cc1)[C@@H]2CO	1.8
58	C[C@@H]1CCCCO[C@@H](CN(C)C(=O)NC2CCCCC2)[C@@H](C)CN([C@@H](C)CO)C(=O)c2cc(NC(=O)Nc3cccc4ccccc34)ccc2O1	1.5
59	O=C(C[C@H]1CC[C@@H](NC(=O)C2CCC2)[C@@H](CO)O1)NCc1ccncc1	2.3
60	C[C@H]1CN([C@@H](C)CO)C(=O)c2cc(NS(=O)(=O)c3ccccc3)ccc2O[C@H]1CN(C)CC1CC1	-1.3
61	COc1ccccc1CNC(=O)C[C@H]1CC[C@H]2[C@@H](COC[C@@H](O)CN2Cc2ccccc2)O1	-0.4
62	C[C@@H]1CN([C@@H](C)CO)C(=O)Cc2cc(NC(=O)CCCCCC(=O)Nc3ccccc3N)ccc2O[C@@H]1CN(C)S(C)(=O)=O	-0.9
63	C[C@@H]1CCCCO[C@@H](CN(C)C)[C@H](C)CN([C@H](C)CO)C(=O)c2cc(NC(=O)Nc3ccc(F)cc3)ccc2O1	-0.4
64	CNC[C@@H]1OCCCC[C@@H](C)Oc2ccc(NC(=O)Nc3ccc4c(c3)OCO4)cc2C(=O)N([C@@H](C)CO)C[C@H]1C	-2.1

Given as labelled records: entries from further up
57) O=C(c1cccc(F)c1)N1CCCCN2[C@H](C1)[C@H](c1ccc(/C=C/c3ccccc3)cc1)[C@@H]2CO
  BioA inh: 1.8
58) C[C@@H]1CCCCO[C@@H](CN(C)C(=O)NC2CCCCC2)[C@@H](C)CN([C@@H](C)CO)C(=O)c2cc(NC(=O)Nc3cccc4ccccc34)ccc2O1
  BioA inh: 1.5
59) O=C(C[C@H]1CC[C@@H](NC(=O)C2CCC2)[C@@H](CO)O1)NCc1ccncc1
  BioA inh: 2.3
60) C[C@H]1CN([C@@H](C)CO)C(=O)c2cc(NS(=O)(=O)c3ccccc3)ccc2O[C@H]1CN(C)CC1CC1
  BioA inh: -1.3

Going on with the list.
item	structure	BioA inh
65	Cc1ccc(S(=O)(=O)N(C)C[C@H]2Oc3ccc(NS(=O)(=O)c4ccc(F)cc4)cc3CC(=O)N([C@H](C)CO)C[C@@H]2C)cc1	-2.1
66	O=C(O)C[C@@H]1C[C@H]2c3cc(NC(=O)NC4CCCC4)ccc3O[C@H]2[C@@H](CO)O1	-0.2
67	C=C/C=C/[C@@H]1C(=C)CN2[C@H]1[C@H](Cc1ccccc1)OC(=O)[C@@H]2Cc1ccccc1	-1.0
68	Cc1ccc(S(=O)(=O)Nc2ccc3c(c2)C(=O)N([C@@H](C)CO)C[C@H](C)[C@@H](CN(C)S(=O)(=O)c2c(C)noc2C)OCCCC[C@H](C)O3)cc1	0.3
69	O=C(NCC[C@H]1CC[C@H](NC(=O)C2CC2)[C@H](CO)O1)Nc1ccc(C(F)(F)F)cc1	0.7
70	O=S(=O)(N[C@@H]1CC[C@@H](CCn2cc(-c3ccccn3)nn2)O[C@@H]1CO)c1cccc(Cl)c1	1.0
71	Cc1ccc(S(=O)(=O)Nc2ccc3c(c2)C(=O)N([C@@H](C)CO)C[C@H](C)[C@@H](CN(C)C(=O)CCC(F)(F)F)OCCCC[C@@H](C)O3)cc1	2.9
72	C[C@@H]1CCCCO[C@@H](CN(C)C(=O)c2ccccc2)[C@@H](C)CN([C@H](C)CO)C(=O)c2cc(NC(=O)c3ccccc3)ccc2O1	3.0
73	CO[C@H](CN(C)S(=O)(=O)c1ccccc1)[C@H](C)CN(C(=O)Nc1ccccc1F)[C@H](C)CO	1.0
74	COc1ccc(S(=O)(=O)N(C)C[C@@H]2OCCCC[C@@H](C)Oc3ccc(NC(=O)c4ccccc4)cc3C(=O)N([C@H](C)CO)C[C@H]2C)cc1	0.8
75	COc1ccc(NC(=O)Nc2ccc3c(c2)CC(=O)N([C@H](C)CO)C[C@H](C)[C@@H](CN(C)C(=O)Nc2ccc(OC)cc2)O3)cc1	-2.3
76	O=C(C[C@@H]1CC[C@H]2[C@@H](COC[C@H](O)CN2Cc2ccc3c(c2)OCO3)O1)Nc1ccccc1	15
77	O=C(NCC1CC1)[C@H]1[C@H](CO)[C@H]2Cn3c(ccc(-c4ccccc4)c3=O)[C@@H]1N2CC1CC1	-0.8
78	CC(C)NC(=O)N(C)C[C@H]1OCCCC[C@@H](C)Oc2ccc(NC(=O)NC3CCCCC3)cc2C(=O)N([C@H](C)CO)C[C@@H]1C	0.7
79	Cc1ccc(S(=O)(=O)Nc2ccc3c(c2)C(=O)N([C@H](C)CO)C[C@@H](C)[C@H](CN(C)C(=O)NC2CCCCC2)OCCCC[C@@H](C)O3)cc1	-2.0
80	C[C@@H]1CN([C@H](C)CO)C(=O)Cc2cc(NC(=O)CCC(F)(F)F)ccc2O[C@@H]1CN(C)S(=O)(=O)c1ccc(Cl)cc1	0.7
81	O=C(C[C@@H]1CC[C@H]2[C@@H](COC[C@@H](O)CN2S(=O)(=O)c2ccccc2F)O1)NCc1ccccc1F	-0.4

Not all compounds are listed; the hit share may differ from the screen's.
